Screens as filed in PubChem.
Abeta yeast res: qHTS for compounds that reverse cellular toxicity of Amyloid beta (A-beta) peptide in yeast: Primary Screen. yeast expressing A-beta42, growth rescue, OD600, 48 h; response scale: 0% DMSO, 100% iron-clioquinol control. Potency, µM (titrated, usually from 46.1 µM), for inactives: at the top dose growth rescue, actives largely listed as activators. actives 0.063% (n = 410,000). AID 1347071, 2019; note: potency is the fitted concentration of half-maximal effect; nearly all actives have a fitted effect of over 55% in size
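Growth rescue measured by 600 nm absorbance after 48 h yeast culture at 30 C with compound. Values normalized between DMSO and an equimolar ferric chloride plus clioquinol control.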
aSyn yeast inh: qHTS of alpha-syn Inhibitors | Yeast expressing alpha-synuclein, growth rescue, BacTiter-Glo, 24 h | Potency, µM (highest dose often 46.1 µM), for the others: top-dose growth rescue (activation), usual class: activators | actives 0.14% (n = 370,000); note: potency is the fitted concentration of half-maximal effect; % of control where 0% means no effect; nearly all actives have a fitted effect of over 65% in size
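Rescue of yeast growth: cells expressing toxic alpha-synuclein, induced in galactose at OD600 0.02, incubated with compound 24 h at 30 C. ATP luminescence quantified growth; inhibitors of toxicity appear as activators.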
PTHR1 ag: qHTS for PTHR1 Agonists: Primary Screen; Parathyroid hormone/parathyroid hormone-related peptide receptor (Homo sapiens), Q03431; HEK293 GP2 PTHR1 cells, GloSensor cAMP luminescence, 1 h; Potency, µM (top dose mostly 115 µM), without a hit: top-dose activation, usual class: activators; actives 0.075% (n = 410,000); note: potency is the fitted concentration of half-maximal effect; nearly all actives have a fitted effect of over 55% in size; some results filed as inactive show a strong effect at the top dose; inactives centre near -15; many of its hits are not listed in these tables
Target sequence (Q03431 whole entry, looked up): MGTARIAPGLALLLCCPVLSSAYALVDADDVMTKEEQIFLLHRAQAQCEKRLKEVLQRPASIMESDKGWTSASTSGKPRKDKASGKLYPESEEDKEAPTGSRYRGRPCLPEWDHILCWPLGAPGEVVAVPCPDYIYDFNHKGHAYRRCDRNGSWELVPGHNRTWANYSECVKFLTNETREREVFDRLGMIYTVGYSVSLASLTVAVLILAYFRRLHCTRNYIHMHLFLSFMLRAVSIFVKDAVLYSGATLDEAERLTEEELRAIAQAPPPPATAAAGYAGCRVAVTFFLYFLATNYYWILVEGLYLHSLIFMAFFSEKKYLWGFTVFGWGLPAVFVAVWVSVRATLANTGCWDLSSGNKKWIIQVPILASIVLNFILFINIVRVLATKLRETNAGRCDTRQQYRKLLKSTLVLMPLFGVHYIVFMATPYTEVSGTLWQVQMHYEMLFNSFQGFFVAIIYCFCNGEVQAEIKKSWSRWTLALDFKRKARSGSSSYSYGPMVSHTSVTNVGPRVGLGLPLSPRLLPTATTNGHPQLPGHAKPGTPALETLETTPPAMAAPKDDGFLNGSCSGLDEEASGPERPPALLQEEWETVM
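HEK-293-derived GP2 cells expressing PTHR1 and a GloSensor cAMP reporter, 3,000/well, plated overnight, given luciferin plus IBMX (each 0.5 mM as added) for 1 h at 37 °C, then compound for 1 h at 37 °C. Luminescence was read after 15 min at room temperature.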
GLP-1R agonist: qHTS of GLP-1 Receptor Agonists. Glucagon-like peptide 1 receptor (Homo sapiens), P43220. HEK293 GLP-1R CRE-luciferase, luminescence, 4-6 h; cells express a hypersensitive GLP-1R form. Potency, µM (top dose mostly 45.6 µM), inactives show top-dose activation, hits mostly activators. actives 0.007% (n = 380,000). AID 624172, 2012; note: potency is the fitted concentration of half-maximal effect; % of control where 0% means no effect
Target sequence (P43220 whole entry, looked up): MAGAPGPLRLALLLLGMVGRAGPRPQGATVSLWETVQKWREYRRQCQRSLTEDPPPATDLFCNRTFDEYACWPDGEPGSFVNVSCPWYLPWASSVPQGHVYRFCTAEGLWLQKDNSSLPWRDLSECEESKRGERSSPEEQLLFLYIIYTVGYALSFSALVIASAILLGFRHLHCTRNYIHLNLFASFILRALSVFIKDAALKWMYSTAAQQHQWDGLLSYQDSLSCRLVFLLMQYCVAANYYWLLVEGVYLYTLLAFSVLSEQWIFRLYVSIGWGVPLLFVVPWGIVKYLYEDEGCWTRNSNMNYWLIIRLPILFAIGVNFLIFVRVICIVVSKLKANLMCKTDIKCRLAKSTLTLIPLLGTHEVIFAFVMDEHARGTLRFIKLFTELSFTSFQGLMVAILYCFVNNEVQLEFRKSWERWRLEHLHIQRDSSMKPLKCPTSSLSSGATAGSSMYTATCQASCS
DRD3 antagonist: qHTS of D3 Dopamine Receptor Antagonist: qHTS; D3R cells, DiscoveRx beta-arrestin luminescence, antagonist mode; stronger effect = lower value; max response, negative = inhibition, %; actives 2.5% (n = 360,000); in the data active = max response below about -50%; inconclusive = no clear call, values can overlap the other calls; note: % is set by controls: 0 for no effect and ±100 for the full control effect; mostly tested at two doses, the higher about 12 µM
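Cells plated overnight at 1500 cells/well, then exposed to library compounds with dopamine controls for 90 minutes at 37 degrees C. DiscoveRx reagent added for 30–60 minutes at room temperature; luminescence read, quantitative HTS format.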
Akt phos inh: HTS Assay for Inhibitors of Akt Phophorylation: Primary Screen; Neuro2A IGF-stimulated pAkt S473 HTRF, 20 min; stronger effect = lower value; actives 0.32% (n = 360,000); activity change, % for hits at 50 µM; in the data active = activity change below about -80%; inconclusive = mostly about -51% to -80%; note: % is set by controls: 0 for no effect and ±100 for the full control effect
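Single-point screen (50 µM final compound) in Neuro2A cells stimulated 20 min with 6 nM IGF at 37 deg C. After lysis, Ser473-phosphorylated Akt read by HTRF (ex 330 nm, em 615/665 nm) as the 665/615 ratio.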
GLP-1R inv ag: qHTS of GLP-1 Receptor Inverse Agonists (Inhibition Mode) | Glucagon-like peptide 1 receptor (Homo sapiens), P43220 | HEK293 GLP-1R CRE-luciferase, luminescence, 24 h; GLP-1R form is constitutively active | Potency, µM (doses to about 38.3 µM), for inactives: at the top dose activity change, negative = inhibition, hits mostly inhibitors | actives 1.6% (n = 410,000) | AID 624417, 2012; note: potency is the fitted concentration of half-maximal effect; % is set by controls: 0 for no effect and ±100 for the full control effect; nearly all actives have a fitted effect of over 55% in size
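Inverse agonists were sought by their lowering of basal cAMP reporter luciferase output in HEK293 cells stably carrying constitutively active human GLP-1R, after 24 h compound treatment.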
TDP-43 yeast inh: qHTS of TDP-43 Inhibitors; TDP-43 expressing yeast growth rescue, BacTiter-Glo, 24 h; Potency, µM (doses to about 46.1 µM), for the others: top-dose growth rescue (activation), actives largely listed as activators; actives 1.8% (n = 410,000); AID 652104, 2013; note: potency is the fitted concentration of half-maximal effect; % of control where 0% means no effect; nearly all actives have a fitted effect of over 50% in size
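In this qHTS, compounds that restore growth of yeast expressing TDP-43 appear as activators. Cells (OD600=0.02, galactose medium, raffinose-pregrown) are incubated with compound 24 hr at 30 deg C and growth is quantified by BacTiter-Glo.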
FUS suppressor: qHTS for Suppressors of FUS Proteinopathy: Primary screen using FUS-linked yeast assay | S. cerevisiae FUS-expressing, growth rescue, OD600, 24 h | Potency, µM (titrated, usually from 76.6 µM), without a hit: top-dose growth rescue (activation), most hits filed as activators | actives 0.24% (n = 390,000) | AID 1347120, 2019;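 note: potency is the fitted concentration of half-maximal effect; plate controls were DMSO vehicle for no effect and reference control for full effect; nearly all actives have a fitted effect of over 55% in size; some results filed as inactive show a strong effect at the top dose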
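Toxicity suppression screen in FUS-yeast. Cells induced with 2% galactose, starting OD 0.005, treated 24hr at 30C with compounds at multiple final concentrations; growth by OD600.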
An asterisk follows results filed as active; i = inactive; ? = inconclusive; nt = no result given; [ ] = another dose, or the depositor's remark. Unless noted, calls come from the whole dose curve; as a rule, active = well fitted curve in the direction sought with a large enough effect; inconclusive = small, poorly fitted or top-dose-only effect, or another doubt; inactive = no such curve, though single readings can be large; an effect the other way counts as inactive or inconclusive. A portion of the library; rates above refer to the full screens.

mol	Abeta yeast res	aSyn yeast inh	PTHR1 ag	GLP-1R agonist	DRD3 antagonist	Akt phos inh	GLP-1R inv ag	TDP-43 yeast inh	FUS suppressor
CC(C)CCNC(=O)c1cnn2c(C(F)(F)F)cc(-c3ccco3)nc12	-17%	-9%	i	13%	-14	i	-2%	4%	?
CC(C)(C)c1ccc(C(=O)N/C(=C\c2ccco2)C(=O)O)cc1	-3%	-2%	i	0%	-1	i	7%	-37%[inhibitor]	9%
O=C(Cc1coc2ccc3ccccc3c12)Nc1nnc(C2CC2)s1	-1%	-1%	-26%	10%	-15	i	?	-9%	46%
O=C(NC1CCCCC1)NC1CCN(C(=S)NCc2ccco2)CC1	1%	-3%	i	-4%	8	i	9%	-9%	-14%
Cc1ccc(CCNC(=O)C2CCC(=O)N(Cc3ccccc3F)C2)o1 (stereo not given)	0%	-3%	i	3%	-21	i	2%	-2%	9%
COCc1cccc(-c2csc(C(NC(C)=O)c3ccccc3)n2)c1 (stereo not given)	-8%	7%	-8%	-7%	-1	i	33%[activator]	8%	-8%
Cc1ccc(-n2nnnc2SCC(N)=O)c(C)c1	11%	0%	i	-12%	17	i	2%	-6%	-8%
COc1ccc(/C=N/NC(=O)c2ccccc2)cc1CN1CCN(c2ccc(F)cc2)CC1	-7%	-9%	i	5%	-17	i	0%	13%	nt
COc1ccc(N(CC(=O)NC2CCCCC2)C(=O)CCC(=O)Nc2nc(C)cs2)cc1OC	-10%	-2%	-21%	10%	-2	i	1%	-10%	18%
O=c1[nH][nH]c(-c2ccccc2)c1C=Nc1cccc(Cl)c1	12%	6%	i	13%	?	i	5%	11%	3%
COc1ccc(C(=O)c2ccc3oc(-c4ccc(OC)cc4)c(-c4ccc(O)cc4)c3c2)cc1	2%	6%	-8%	-6%	0	i	2%	17%	?
COc1ccc(NC(=O)c2c(NC(=O)C(F)(F)F)sc3c2CCCCC3)cc1	1%	nt	i	nt	nt	nt	?	?	23%
Cc1ccccc1NC(=O)c1cnc2ccccn2c1=O	-5%	0%	-44%[inhibitor]	-5%	-26	i	?	-2%	-20%
O=C(Nc1nc(-c2ccc(S(=O)(=O)N3CCCC3)cc2)cs1)c1ccco1	8%	-2%	-31%[inhibitor]	4%	4	i	7%	-10%	1%
CN(C)C(=O)CSc1n[nH]c(=O)[nH]c1=O	-5%	-1%	i	-4%	-10	i	9%	11%	-6%

Brought forward from above: two entries, then new ones.
mol	Abeta yeast res	aSyn yeast inh	PTHR1 ag	GLP-1R agonist	DRD3 antagonist	Akt phos inh	GLP-1R inv ag	TDP-43 yeast inh	FUS suppressor
O=C(Nc1nc(-c2ccc(S(=O)(=O)N3CCCC3)cc2)cs1)c1ccco1	8%	-2%	-31%[inhibitor]	4%	4	i	7%	-10%	1%
CN(C)C(=O)CSc1n[nH]c(=O)[nH]c1=O	-5%	-1%	i	-4%	-10	i	9%	11%	-6%
COC(=O)c1scc(-c2ccccc2)c1S(=O)(=O)Nc1ccccc1	-5%	nt	-20%	-3%	nt	nt	?	13µM*	?
CCOc1cc2[nH]c(=S)n(CCCC(=O)NCc3ccccn3)c(=O)c2cc1OCC	-4%	4%	-12%	-6%	25	i	31%	20%	5%
CCCC(=O)N/C(N)=N/c1nc(C)c2cc(C)ccc2n1	2%	1%	-11%	13%	6	i	2%	-3%	13%
O=C1C(c2ccccc2)=[N+]([O-])c2ccccc21	-83%[inhibitor]	-70%[inhibitor]	i	2%	?	i	19%	?	-18%
O=C(Nc1ccc(F)cc1)C(c1ccccc1)N1CCN(c2cccc(C(F)(F)F)n2)CC1 (stereo not given)	2%	8%	-22%	nt	-28	i	-24%	3%	11%
NC(=O)C1CCN(c2nc(-c3ccc4occc(=O)c4c3)cs2)CC1	-20%	nt	-22%	-4%	nt	nt	nt	nt	?
COc1ccccc1C(=O)Nc1cc2c(cc1C(=O)O)OCCCO2	-13%	-2%	i	-3%	8	i	18%	-3%	0%
Cc1cc(C)c(C)c(S(=O)(=O)NCC(=O)Nc2ccccc2F)c1C	6%	15%	-18%	0%	5	i	?	?	4%
COc1ccc(Nc2nc(C)cc(C)c2C#N)cc1	1%	9%	-25%[57.5 µM]	16%	?	i	-14%	5%	-10%
Cn1c(SCC(=O)NCC2CCCO2)nnc1-c1ccc(S(=O)(=O)N2CCCC2)cc1 (stereo not given)	0%	2%	-14%	0%	7	i	11%	-20%	6%
CC(C)C1(C(C)C)OC(=O)c2ccccc21	-5%	-3%	-22%	-1%	-24	i	-17%	-5%	11%
Cc1ccc(N2CC(C(=O)N3CCN(c4ccccn4)CC3)CC2=O)cc1 (stereo not given)	-6%	4%	i	4%	0	i	15%	8%	7%
COc1ccccc1CNc1ccc(-c2nc(-c3ccccn3)no2)cc1[N+](=O)[O-]	-17%	nt	-24%	nt	nt	nt	17%	0%	5%
Cn1c(=O)oc2cc(S(=O)(=O)NCCC(=O)N3CCc4ccccc4C3)ccc21	-25%	1%	i	-6%	16	i	6%	-8%	22%
CCOc1ccc(N2C(=O)CC(NCC3CCCO3)C2=O)cc1 (stereo not given)	-22%	10%	34%	1%	-17	i	4%	6%	16%

Continuation:
mol	Abeta yeast res	aSyn yeast inh	PTHR1 ag	GLP-1R agonist	DRD3 antagonist	Akt phos inh	GLP-1R inv ag	TDP-43 yeast inh	FUS suppressor
NS(=O)(=O)c1cccc(NC(=O)CSc2nnc(C3CC3)n2Cc2ccccc2)c1	-1%	-1%	-2%	8%	-26	i	?	-4%	-10%
CC(C)Cc1nnc(NC(=O)CN2C(=O)NC3(CC(C)CC(C)(C)C3)C2=O)s1 (stereo not given)	1%	0%	i	-1%	11	i	-6%	15%	40%
CCC(CC)C(=O)Nc1cccc(C(=O)NCCc2ccc(S(N)(=O)=O)cc2)c1	5%	-5%	i	0%	-10	i	0%	-12%	-6%
Cc1ccc(NC(=O)N2CCCC2C(=O)NCCC2=CCCCC2)cc1 (stereo not given)	-3%	nt	-4%	-1%	0	nt	2%	13%	-3%
Cc1occc1C(=O)N1CCN(c2ccc(Cl)cc2)CC1	15%	7%	-37%[inhibitor]	2%	18	i	12%	10µM*	15%
Cc1nc2nc(SCC(=O)NC3CCC(C)CC3)nn2c(C)c1Cc1ccccc1 (stereo not given)	10%	nt	i	nt	nt	nt	3%	?	30%
CCCNC(=O)Nc1cc(C(=O)NCc2cccc(OCC)c2)ccc1N1CCCC1	4%	nt	-9%	nt	nt	nt	-2%	11%	27%
COc1ccc(OCC(=O)Nc2ccc(S(=O)(=O)N3CCN(C)CC3)cc2)cc1	-13%	-10%	i	5%	8	i	4%[7.66 µM]	21%[9.22 µM]	20%
O=C(NC(=S)N1CCN(c2ccccc2)CC1)c1ccco1	4%	-11%	i	-13%	0	i	1%	18%	17%
Cc1ccc(NCc2nnc(SCC(=O)c3ccc4c(c3)OCCO4)o2)c(C)c1	16%	-3%	i	1%	12	i	6%	-17%	-9%
COc1cccc(CN(C)CC(=O)Nc2sc3c(c2C#N)CCC3)c1OC	15%	0%	-19%	2%	4	i	5%	13%	-23%
CCOC(=O)c1c(NC(=O)CSc2nnc(-c3cccnc3)n2Cc2ccco2)sc(C)c1C	-5%	0%	-5%	0%	-8	i	-22%	-1%	?
O=C(CSc1nnc(NC(=O)C2CC2)s1)NCc1ccccc1Cl	0%	-1%	i	1%	0	i	16%	-11%	16%
O=C(CN1CCN(C(=O)c2ccccc2F)CC1)Nc1ccc(Br)cc1	1%	6%	-14%	28%	1	i	?	23%	4%
CSc1ccc(C2N=C(c3ccccc3)NO2)cc1 (stereo not given)	19%	-5%	-31%	4%	0	i	14%	-16%	26%
CN(C)c1ccc(C(CNC(=O)c2ccc(F)cc2)c2c[nH]c3ccccc23)cc1 (stereo not given)	11%	-5%	-12%	-3%	?	i	?	5%	33%
Cc1cc(C(=O)NCC(=O)Nc2ccc(F)c(F)c2)c(C)o1	7%	2%	-37%[inhibitor]	0%	-11	i	-6%	22%	3%

In the list so far, six have two or more sulfur atoms.
mol	Abeta yeast res	aSyn yeast inh	PTHR1 ag	GLP-1R agonist	DRD3 antagonist	Akt phos inh	GLP-1R inv ag	TDP-43 yeast inh	FUS suppressor
O=C(Nc1nc(-c2ccc(S(=O)(=O)N3CCCC3)cc2)cs1)c1ccco1	8%	-2%	-31%[inhibitor]	4%	4	i	7%	-10%	1%
COC(=O)c1scc(-c2ccccc2)c1S(=O)(=O)Nc1ccccc1	-5%	nt	-20%	-3%	nt	nt	?	13µM*	?
Cn1c(SCC(=O)NCC2CCCO2)nnc1-c1ccc(S(=O)(=O)N2CCCC2)cc1 (stereo not given)	0%	2%	-14%	0%	7	i	11%	-20%	6%
NS(=O)(=O)c1cccc(NC(=O)CSc2nnc(C3CC3)n2Cc2ccccc2)c1	-1%	-1%	-2%	8%	-26	i	?	-4%	-10%
CCOC(=O)c1c(NC(=O)CSc2nnc(-c3cccnc3)n2Cc2ccco2)sc(C)c1C	-5%	0%	-5%	0%	-8	i	-22%	-1%	?
O=C(CSc1nnc(NC(=O)C2CC2)s1)NCc1ccccc1Cl	0%	-1%	i	1%	0	i	16%	-11%	16%
